# CHT block – inhibitors of human choline transporter CHT | Q9GZV3 | CHT-expressing cells, membrane potential dye, choline response; stronger effect = lower value | B-score at 10 µM | hit rate 0.86% among 310,000 | AID 488975;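 active means B-score over 3 SD under the library average, and starting fluorescence ratio not unusually high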;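 further: choline stimulus applied at its EC90 after an EC20 pre-addition; B-score computed on integrated fluorescence ratio after choline addition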
# Target sequence (Q9GZV3 whole entry, looked up): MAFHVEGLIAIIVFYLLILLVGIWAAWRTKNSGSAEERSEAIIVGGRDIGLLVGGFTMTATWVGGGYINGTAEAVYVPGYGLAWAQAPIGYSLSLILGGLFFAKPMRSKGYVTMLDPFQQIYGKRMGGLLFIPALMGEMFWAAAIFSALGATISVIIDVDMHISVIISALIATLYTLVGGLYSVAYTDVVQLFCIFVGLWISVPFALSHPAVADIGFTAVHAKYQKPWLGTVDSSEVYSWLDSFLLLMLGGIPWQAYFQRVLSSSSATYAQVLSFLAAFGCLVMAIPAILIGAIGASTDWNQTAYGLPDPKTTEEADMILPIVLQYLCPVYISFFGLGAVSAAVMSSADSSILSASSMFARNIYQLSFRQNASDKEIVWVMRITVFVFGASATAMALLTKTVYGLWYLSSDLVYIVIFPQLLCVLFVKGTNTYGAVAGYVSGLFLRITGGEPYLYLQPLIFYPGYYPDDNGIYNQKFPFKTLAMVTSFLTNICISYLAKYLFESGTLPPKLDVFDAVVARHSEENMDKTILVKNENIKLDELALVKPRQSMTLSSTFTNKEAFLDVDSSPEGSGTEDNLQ
# Kir21 block – blocks the mouse Kir2.1 inward-rectifier potassium channel; HEK293-Kir2.1, FluxOR thallium flux fluorescence; stronger effect = lower value; B-score at 10 µM; hit rate 0.85% among 310,000;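 active means fluorescence ratio B-score at or below minus 3 SD of library scores, with starting-brightness B-score within 2 SD, cut at about -4.2 in these data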;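 further: channel flux triggered by added potassium and thallium sulfate stimulus; B-score of peak minus minimum fluorescence over baseline after thallium stimulus; more negative B-score means stronger Kir2.1 block with less thallium influx; some compounds called inactive have numbers as strong as hits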
# Target sequence (P35561 whole entry, looked up): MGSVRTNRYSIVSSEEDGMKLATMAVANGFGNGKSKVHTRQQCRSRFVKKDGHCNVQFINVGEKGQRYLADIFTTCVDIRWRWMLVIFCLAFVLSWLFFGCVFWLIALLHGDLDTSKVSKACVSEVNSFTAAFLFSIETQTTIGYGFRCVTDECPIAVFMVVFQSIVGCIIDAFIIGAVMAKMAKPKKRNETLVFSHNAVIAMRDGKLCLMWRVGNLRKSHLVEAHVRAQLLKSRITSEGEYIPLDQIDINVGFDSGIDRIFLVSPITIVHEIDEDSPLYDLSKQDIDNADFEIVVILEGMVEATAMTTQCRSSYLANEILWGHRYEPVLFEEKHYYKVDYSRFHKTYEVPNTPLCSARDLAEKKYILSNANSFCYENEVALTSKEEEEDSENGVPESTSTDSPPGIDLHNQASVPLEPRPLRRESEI
# * hit, by the source's call; i = inactive; · = no result given; & = joins results of further samples. This is a random part of the collection, and some 1.6% of all compounds hit somewhere here.
SMILES,CHT block,Kir21 block
CCC(C)N(C(=O)c1csnn1)C(C(=O)NC1CCCC1)c1ccc(F)cc1 (stereo unspecified),i,0
Cc1cnc2c(C(=O)O)cnn2c1,i,-0.63
Cc1noc(C)c1C(=O)OCC(=O)c1cc(C)n(Cc2ccccc2Cl)c1C,i,0.02
Cc1cc(C)c(S(=O)(=O)NCCOc2ccccc2)c(C)c1-n1cnnn1,i,-2.9
CCN(CC)CCCN(Cc1cc2cc3c(cc2[nH]c1=O)OCO3)C(=S)Nc1ccc(OC)cc1,i,0.16
O=C1CCNc2cc3ccccc3cc21,i,0.04
CCOC(=O)C1=C(C)N(CCCC(=O)O)C(=O)NC1C(CC)CC (stereo unspecified),i,-0.57
COc1ccc(/C=N/n2c(C)cc(C)cc2=O)cc1,i,2.5
C=CCc1ccc(OCCOc2ccc(/C=N/n3cnnc3)cc2OCC)c(OC)c1,i,-1.1
CC(C)C[C@H](NC(=O)[C@@H]1Cc2ccccc2CN1C(=O)OC(C)(C)C)C(=O)NCC1CCC(C(=O)O)CC1 (stereo partly specified),i,0.1

# As a working copy, 5 of the compounds above.
SMILES,CHT block,Kir21 block
CCC(C)N(C(=O)c1csnn1)C(C(=O)NC1CCCC1)c1ccc(F)cc1 (stereo unspecified),i,0
Cc1cnc2c(C(=O)O)cnn2c1,i,-0.63
Cc1noc(C)c1C(=O)OCC(=O)c1cc(C)n(Cc2ccccc2Cl)c1C,i,0.02
Cc1cc(C)c(S(=O)(=O)NCCOc2ccccc2)c(C)c1-n1cnnn1,i,-2.9
CCN(CC)CCCN(Cc1cc2cc3c(cc2[nH]c1=O)OCO3)C(=S)Nc1ccc(OC)cc1,i,0.16

# Remaining list, next part.
SMILES,CHT block,Kir21 block
O=C1CCCN1CN(C(=O)c1ccc2c(c1)OCO2)c1ccc(F)cc1,i,2.6
Cc1cc(NC(=O)CSc2ccc3nnc(-c4cccs4)n3n2)no1,i,-0.9
CC(C)NC(=O)CC1C(=O)N(Cc2ccccc2)C(C)c2nc3ccccc3n21 (stereo unspecified),i,0.92
CN(C)CCCNc1c2c(nc3cc(-c4cccc(F)c4)nn13)CCC2,i,-0.76
O=C1c2ccccc2C(=O)N1CCc1nn[nH]n1,i,1.1
O=C1C2CC=C(Cl)CC2C(=O)N1CCC[n+]1ccccc1 (stereo unspecified),i,-1.1
COc1ccccc1N(CC(=O)NCC1CCCO1)C(=O)Cn1nnc(-c2cccs2)n1 (stereo unspecified),i,-1.3
CCc1noc(C)c1C(=O)NNC(=O)c1ccccc1F,i,-0.03
COC(=O)c1c(C)oc(C)c1S(=O)(=O)N1CCCC1,i,0
Cc1ccc2nsnc2c1S(=O)(=O)N1CCCC1,i,1.4
COc1ccc(C2CC(c3ccc(Cl)cc3Cl)n3nc(N)nc3N2)cc1 (stereo unspecified),i,0.74
CC(=O)N1CCc2cc(Br)cc(S(=O)(=O)NCCCN3CCC(C)CC3)c21,i,·
CCOC(=O)N1CCN(C(=O)/C(=C/c2ccc(F)cc2)NC(=O)c2ccccc2)CC1,i,-1.5
C=CCn1c(SCc2c(C)noc2C)nnc1C1COc2ccccc2O1 (stereo unspecified),i,-3.5
COC1CCN(Cc2cn(Cc3ccccc3)nc2-c2cc3ccccc3o2)CC1,i,-2.2
CCOc1ccc(Cn2c(=O)sc3ccccc32)cc1,i,0.64
O=C(O)C1Cc2ccccc2CN1C(=O)c1ccco1 (stereo unspecified),i,-0.68
Cc1c(NC(=O)C2(C)CCCCC2)c(=O)n(-c2ccccc2)n1C,i,0
Cc1ccc(NS(=O)(=O)c2ccc(C(=O)NCC(c3ccco3)N3CCCCC3)cc2)cc1 (stereo unspecified),i,-1.3
COc1cccc2cc(-c3csc(NC(=O)CCC(=O)NCCCN4CCC(C)CC4)n3)c(=O)oc12,i,-0.1

# Some of these compounds in order of SMILES length, smallest number first.
SMILES,CHT block,Kir21 block
O=C(O)C1Cc2ccccc2CN1C(=O)c1ccco1 (stereo unspecified),i,-0.68
COc1ccc(C2CC(c3ccc(Cl)cc3Cl)n3nc(N)nc3N2)cc1 (stereo unspecified),i,0.74
COc1cccc2cc(-c3csc(NC(=O)CCC(=O)NCCCN4CCC(C)CC4)n3)c(=O)oc12,i,-0.1

# Other compounds follow.
SMILES,CHT block,Kir21 block
Cn1c(-c2ccc(F)c(F)c2)cc2onc(-c3ccccc3)c2c1=O,i,·
CCOc1ccc(-c2nnc(-c3ccncc3)o2)cc1,i,-1.5
CCOC(=O)c1c(N)ssc1=S,-11*,-1.1
Cc1cc(=O)oc2cc(NC(=O)C(C)Oc3ccccc3)ccc12 (stereo unspecified),i,0.76
COC(=O)[C@@H]1[C@H]2C[C@H]3c4[nH]c5ccccc5c4CCN3C[C@@H]2CC[C@@H]1O,i,0.32&-0.53
CN(C)CCSc1nc(N)c2c3c(sc2n1)COC(C)(C)C3,i,-1.7
COc1ccccc1C(=O)NC(=S)Nc1cc(C(=O)O)ccc1C,i,-0.58
O=C(c1cc([N+](=O)[O-])ccc1Cl)N1CCN(c2ccccc2)CC1,i,2
O=C(NC1CCCCC1)c1cc(-c2ccco2)on1,i,-0.03
Cc1ccc(-n2c(C)nnc2SCC(=O)N2CCOCC2)cc1,i,-1.7
Fc1cccc(C2NN=C(c3ccccc3)S2)c1 (stereo unspecified),i,0.09
CC(C)c1c(O)nc(SCCC(=O)O)[nH]c1=O,i,-0.76
Cc1cccc(C(=O)N/N=C2\CS(=O)(=O)N(C)c3ccsc32)c1,i,-1.4
O=C(Nc1ccc(S(=O)(=O)Nc2ncccn2)cc1)c1ccccc1Br,i,-0.13
CCc1nc2ccccc2n1Cc1cc(=O)n2cc(C)ccc2n1,i,·
COc1ccc(-c2sccc2C(C)C(=O)O)cc1 (stereo unspecified),i,1.1
Cn1c(Nc2cccc(Cl)c2)nc2ccccc21,i,0.54
O=C(O)CCC(=O)N1N=C(c2ccccc2)CC1c1ccc(Br)cc1 (stereo unspecified),i,-0.63
CCOC(=O)/C(C#N)=C\c1cc(C)n(-c2ccccc2)c1C,i,1.1
Cn1ncc(Cl)c1C(=O)NC(=S)Nc1sc2c(c1C#N)CCCCC2,i,0.19
Cc1nc(SCCCSc2n[nH]c(C)n2)n[nH]1,i,-1.5
O=C(c1ccc(Cl)c(S(=O)(=O)N2CCCCC2)c1)N1CCN(c2ccccc2)CC1,i,-0.43
Cc1csc(NC(=O)c2ccc(C)c([N+](=O)[O-])c2)n1,i,0.83
O=C1CSC(c2ccccn2)N1c1ccc(F)cc1F (stereo unspecified),i,0.98
Cc1ccc(NS(=O)(=O)c2c(C)noc2C)cc1,i,-2.5
O=C(O)CNC(=O)C1COc2ccccc2O1 (stereo unspecified),i,0.07
Cc1ccccc1-n1ncc2c([N+](=O)[O-])cc([N+](=O)[O-])cc21,i,0.66
C=C(C)Cn1c(N2CCCC2)nc2c1c(=O)[nH]c(=O)n2C,i,-1.2
CCOC(=O)c1[nH]c(CSc2nnc(-c3ccncc3)n2CCOC)c(C(=O)OCC)c1C,i,0.07
c1ccc(Cc2nn3c(-c4ccncc4)nnc3s2)cc1,i,-0.11
Cc1ccc(C(=O)N/C(=C/c2cccnc2)C(=O)N2CCCCCC2)cc1,i,1.6
CCN(CC)c1nc2c(c(=O)n(C)c(=O)n2C)n1CCCc1ccccc1,i,-2
Cc1c(NC(=O)Nc2ccc(F)cc2)c(=O)n(-c2ccccc2)n1C,i,-0.1
Cc1ccc(NC(=O)CNc2ccc(Cl)c(Cl)c2)cc1S(=O)(=O)N(C)C,i,0.82
CSc1sc(C(=O)NC(=O)NCc2cccnc2)c(C)c1-c1ccon1,i,-1.1
CCCCN(C)C(=O)C(Cc1ccccc1)NS(=O)(=O)c1ccc2c(c1)c(=O)n(C)c(=O)n2C (stereo unspecified),i,0.4
O=C(CN(Cc1cccs1)C(=O)CNC(=O)c1ccco1)NC1CCCCC1,i,-0.14
CCCCCCc1cc2cc(-c3nnc(-c4ccccc4)o3)c(=O)oc2cc1O,i,-14
CC1(C)NC(=O)N(CC(=O)N2CCCC(C(F)(F)F)C2)C1=O (stereo unspecified),i,1.2
COc1ccc(NC(=O)CCS(=O)(=O)c2ccc3c(c2)CCN3C(C)=O)cc1,i,0.68
Cc1ccc(OCC(=O)N2CCN(C(=O)c3cccs3)CC2)cc1,i,0.68
O=S(=O)(NCCc1ccccn1)c1ccc(F)c(F)c1,i,-0.78
CCOc1cc(/C=C/C(=O)N(CC)CC(=O)NCc2cccs2)cc(Cl)c1OC,i,-1.6
Clc1ccc(-c2nnc(C34CC5CC(CC(C5)C3)C4)o2)cn1,i,1.5
COc1ccc(CCNc2oc(-c3ccccc3OC)nc2C#N)cc1,i,0.49
Cc1ccc(/C=N\NC(=O)CCc2n[nH]c(=O)[nH]c2=O)o1,i,1.4
COc1ccc(NC(=O)CN(C)C(=O)Cc2ccsc2)cc1,i,-1
CC1CCCN(CCCNC(=O)c2ccc3c(c2)N(Cc2ccccc2F)C(=O)c2ccccc2S3(=O)=O)C1 (stereo unspecified),-7.1*,-0.27
O=C(c1ccc(Cl)cc1)C1CCN(C(=O)N2CCOCC2)CC1,i,-1.5
CCOC(=O)c1[nH]c2c(c1-c1ccccc1)C(=O)CC(c1ccccc1)C2 (stereo unspecified),i,0

# Next entries follow.
SMILES,CHT block,Kir21 block
Cc1cccc(NC(=O)/C(C#N)=C/c2ccccc2O)n1,·,0.27
COc1ccc(C(CNC(=O)COc2ccccc2OC)N2CCCCC2)cc1 (stereo unspecified),i,-0.74
Cc1sc2nc(CSc3nc4ccccc4c(=O)n3CCCN3CCOCC3)[nH]c(=O)c2c1C,i,-0.03
COc1cc2ccccc2cc1C(=O)N(CCN(C)C)c1nc2c(C)cccc2s1,i,0.38
CNS(=O)(=O)c1cccc(C(=O)OCC(=O)NCc2ccccc2)c1,i,-1.4
CCOC(=O)C1CCN(S(=O)(=O)c2ccc3c(c2)NC(=O)CS3)CC1,i,-0.06
CC(C)N(CCCNC(=O)Cn1c(=O)c2cccn2c2ccccc21)Cc1ccccc1,i,-1.2
CCC(NC(=O)c1cncc(Br)c1)c1ccccc1 (stereo unspecified),i,-0.02
CCOc1ccc(NC(=O)CNC(=O)c2ccco2)cc1,i,-0.74
COc1ccccc1N1CCN(C(=O)CNS(=O)(=O)c2ccc(Br)s2)CC1,i,0.07

# Molecules shown so far containing bromine:
SMILES,CHT block,Kir21 block
CC(=O)N1CCc2cc(Br)cc(S(=O)(=O)NCCCN3CCC(C)CC3)c21,i,·
O=C(Nc1ccc(S(=O)(=O)Nc2ncccn2)cc1)c1ccccc1Br,i,-0.13
O=C(O)CCC(=O)N1N=C(c2ccccc2)CC1c1ccc(Br)cc1 (stereo unspecified),i,-0.63
CCC(NC(=O)c1cncc(Br)c1)c1ccccc1 (stereo unspecified),i,-0.02
COc1ccccc1N1CCN(C(=O)CNS(=O)(=O)c2ccc(Br)s2)CC1,i,0.07

# Other results:
SMILES,CHT block,Kir21 block
CN(C)C1(CNC(=O)CC(NC(=O)c2ccccc2Cl)c2ccccc2)CCCCC1 (stereo unspecified),i,-0.78
CS(=O)(=O)N1CCC(C(=O)NCCN2CCN(Cc3ccccc3)CC2)CC1,i,-0.91
CCC(NC(=O)c1cc(COc2cc(C)c(Cl)c(C)c2)on1)c1ccncc1 (stereo unspecified),i,-3.5
COc1cc2c(cc1OC)CN(C(=O)CNS(=O)(=O)c1ccc(C)c(C)c1)CC2,i,-1.1
CCc1c(O)nc2sc3ccccc3n2c1=O,i,-0.08
COc1ccc(S(=O)(=O)Oc2cccc(/C=N/N=C3/NC(=O)C(CC(=O)O)S3)c2)cc1 (stereo unspecified),i,2.3
Cc1nn(Cc2ccc(Cl)cc2)c(Cl)c1/C=N/NC(=O)c1cccnc1,i,-1.9
O=C(NCc1ccco1)c1ccc(CS(=O)Cc2cccc(Cl)c2)o1 (stereo unspecified),i,-0.78
Cc1ccc(S(=O)(=O)NCCN2CCOCC2)cc1,i,0.52
O=C(CSc1nccn(-c2ccc3c(c2)OCCO3)c1=O)Nc1ccccc1,i,-0.11
CCOc1ccc(NS(=O)(=O)c2ccc3[nH]c(=O)[nH]c3c2)cc1,i,0.05
O=C(Cn1ncc2c3ccccc3n(Cc3ccc(F)cc3)c2c1=O)N1CCN(c2ncccn2)CC1,i,-0.82
O=C(Nc1ccccc1)C1=C[C@H](C2CCCCC2)C[C@H](OCc2ccc(CO)cc2)O1,i,-1.8
C/C(N)=C(/C#N)C(=O)CSc1cc(C)c2cc(C)cc(C)c2n1,i,0.23
Cc1ccc(C(=O)N/N=C/c2cccc(OC(=O)/C=C/c3ccco3)c2)cn1,i,2.3
CN1CN(C)c2ccc([N+](=O)[O-])c3cccc1c23,i,2
CC(C)C(c1nnnn1C(C)(C)C)N1CCOCC1 (stereo unspecified),i,-1.4
CCn1c(Cc2cccs2)nnc1SCC(=O)NC(C)(C)C,i,0.14
O=C(Nc1ccc2c(c1)N(Cc1ccccc1)C(=O)c1ccccc1S2)NC1CC1,i,2
O=C(OCCN1CCOCC1)c1ccccc1Cl,i,1.1
COCCNc1nc(-c2cc(C)n(CCc3ccc(OC)cc3)c2C)cs1,i,0.87
O=C(NCCc1ccccc1)c1ccc(-c2ccc(F)cc2)o1,i,-0.2
C#Cc1cccc(C(=O)N2CCCC(CCC(=O)NCc3ccccc3F)C2)c1 (stereo unspecified),i,-0.06
COc1ccc(OC(=O)c2cccc([N+](=O)[O-])c2)c(C(=O)/C=C/c2cccs2)c1,i,·
CCC(=O)NC(=S)Nc1ccccc1F,i,-0.6
O=C(C1=C[C@@H](C2CC2)C[C@@H](OCc2ccc(CO)cc2)O1)N1CCOCC1,i,-0.09
COc1ccc(N2CCN(C(=O)CN3CCN(C(c4ccccc4)c4ccccc4)CC3)CC2)cc1,i,1.9
Cc1ccc(NC(=O)C2Cc3ccccc3O/C2=N\O)cc1C (stereo unspecified),i,0.98
COc1cccc(NC(C)C(=O)N2CC(C)OC(C)C2)c1 (stereo unspecified),i,0.5
N#Cc1c2ccc(OCC(=O)NCc3ccco3)cc2n2ccccc12,i,-0.43
